Bioassay records: PubChem, NMMLSC
Avidin bead fluor: compound fluoresces at 488/530 nm on avidin beads. compound fluorescence 488/530 nm, flow cytometry; stronger effect = higher value. fluorescence (KMESF) at 10 µM. 220,000 tested, 0.38% active. AID 1775; in the data active = fluorescence above about 47; also: inactives centre near 10
Bcl-B Bim block: inhibitors of Bim-Bcl-B interaction, human; Q9HD36; bead-based flow cytometry, Bim peptide-Bcl-B binding; inhibition, % at 10 µM; 190,000 tested, 0.073% active;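 also: 0% = tracer peptide without compound and 100% = reference inhibitor peptide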
Target sequence (Q9HD36 whole entry, looked up): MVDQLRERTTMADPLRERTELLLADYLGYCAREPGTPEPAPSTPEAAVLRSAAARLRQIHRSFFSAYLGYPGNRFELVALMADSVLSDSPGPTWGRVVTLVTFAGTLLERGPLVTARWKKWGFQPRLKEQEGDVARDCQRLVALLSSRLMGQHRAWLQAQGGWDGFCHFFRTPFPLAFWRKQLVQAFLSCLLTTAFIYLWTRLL
Bcl-W Bim block: inhibitors of Bim-Bcl-W interaction, human; Q92843; bead-based flow cytometry, Bim peptide-Bcl-W binding; inhibition, % at 10 µM; 190,000 tested, 0.02% active;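 also: 0% = bound tracer without compound and 100% = peptide blocker; higher means less fluorescent Bim peptide bound to Bcl-W beads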
Target sequence (Q92843 whole entry, looked up): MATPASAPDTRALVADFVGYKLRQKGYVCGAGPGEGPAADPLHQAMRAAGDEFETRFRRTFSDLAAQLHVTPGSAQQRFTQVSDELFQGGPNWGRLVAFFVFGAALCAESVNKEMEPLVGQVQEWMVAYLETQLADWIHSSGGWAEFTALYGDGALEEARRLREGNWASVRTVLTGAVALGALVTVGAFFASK
GSH bead fluor: GSH bead compound fluorescence profile; GSH beads flow cytometry, compound fluorescence 488/530 nm; stronger effect = higher value; 190,000 tested, 0.25% active; fluorescence (KMESF) at 10 µM; in the data active = fluorescence above about 89;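 also: glutathione beads carrying GST-tagged Bcl family fusion proteins plus one bare bead set; values are compound well signal with DMSO vehicle wells as background; inactives centre near 16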
ABCB1 block: blocks JC-1 efflux by human ABCB1 transporter. CCRF-Adr cells, flow cytometry. 190,000 tested, 0.067% active. inhibition, % at 6.6 µM; in the data active = inhibition above about 40%;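 also: 0% = vehicle and 100% = reference inhibitor; higher value means more JC-1 retained so stronger ABCB1 efflux block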
Bim-Bcl-XL: disrupts Bim peptide binding to human Bcl-XL; 190,000 tested, 0.04% active; inhibition, % at 10 µM; bead flow cytometry, fluorescence
Target sequence (Q07817 whole entry, looked up): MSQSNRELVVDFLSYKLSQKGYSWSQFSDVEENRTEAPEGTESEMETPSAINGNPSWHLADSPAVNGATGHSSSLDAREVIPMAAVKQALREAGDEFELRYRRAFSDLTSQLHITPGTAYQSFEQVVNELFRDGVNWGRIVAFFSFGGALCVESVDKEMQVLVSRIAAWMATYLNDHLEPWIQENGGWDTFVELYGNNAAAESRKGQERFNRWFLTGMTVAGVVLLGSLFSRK
ABCG2 block: human ABCG2 inhibition, ABCB1 as counter-screen. Q9UNQ0. IgMXP3 cells, JC-1 efflux, flow cytometry. inhibition, % at 6.6 µM. 190,000 tested, 0.1% active;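 active = inhibition above 80%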;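 also: 0% = DMSO and 100% = nicardipine control wells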
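Test system: IgMXP3 cells (ABCG2) mixed with DDAO far-red-labelled CCRF-Adr cells (ABCB1). Reagent: JC-1 transporter substrate. Compound dosing: single test compound dose, 6.6 µM final. Times: 10 min compound exposure, 25 °C. Detection: flow cytometry of retained JC-1 fluorescence. Read-out basis: efflux inhibition in percent versus controls. Controls: nicardipine and DMSO wells.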
RGS4-Gao reg: modulates binding of RGS4 to human Galphao | P09471 | Multiplexed bead flow cytometry; actives lie on both sides | binding response (% of control), % at 10 µM | 220,000 tested, 0.33% active | AID 1415; in the data active = binding response below about 49% or above about 150%; inactive = in between;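 also: fluorescent Galphao activated with aluminum fluoride binding bead-coupled RGS4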
Bim-Bcl-2: inhibitors of Bim-Bcl-2 interaction, human. P10415. Bead-based flow cytometry, Bim peptide-Bcl-2 binding. inhibition, % at 10 µM. 190,000 tested, 0.06% active. AID 950; in the data active = inhibition above about 40%; inconclusive = no clear call, values can overlap the other calls;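 also: 0% = no compound wells with probe peptide and 100% = reference peptide inhibitor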
Bim-Bfl-1: disrupts Bim binding to human Bfl-1; Q16548; Bead-based flow cytometry, Bim-Bfl-1 binding inhibition; inhibition, % at 10 µM; 190,000 tested, 0.12% active; AID 1008;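 also: 0% = wells without compound plus tracer and 100% = blocker peptide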
RGS7-Gao reg: modulates binding of RGS7 to human Galphao; AID 1439; P09471; binding response (% of control), % at 10 µM; Multiplexed bead flow cytometry; actives lie on both sides; 220,000 tested, 0.35% active; in the data active = binding response below about 49% or above about 150%; inconclusive = no clear call, values can overlap the other calls; inactive = in between;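 also: fluorescent Galphao held in activated GDP-AlF4 state binding bead-coupled RGS7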
Starred values were filed as active, the others as inactive; ? = inconclusive. Rule as the data show it, unless noted: active = inhibition above about 40%.

| canonical_smiles | Avidin bead fluor | Bcl-B Bim block | Bcl-W Bim block | GSH bead fluor | ABCB1 block | Bim-Bcl-XL | ABCG2 block | RGS4-Gao reg | Bim-Bcl-2 | Bim-Bfl-1 | RGS7-Gao reg |
| --- | --- | --- | --- | --- | --- | --- | --- | --- | --- | --- | --- |
| COc1ccc(C(=O)c2ccc([N+](=O)[O-])cc2Cl)cc1 | 12 | -2 | 0 | 17 | 0.2 | -1 | 1 | 100 | 0 | -7 | 99 |
| CC1(C)Cc2cccc(OCC(N)=O)c2O1 | 8 | -1 | 0 | 19 | 0.6 | -1 | 2 | 101 | -2 | 0 | 99 |
| CCOC(=O)CNC(=O)c1c(C)nn(-c2ccccc2)c1Cl | 17 | -6 | 0 | 31 | 0.4 | -2 | 1 | 105 | -6 | -13 | 103 |
| CCCCCCc1nc2ccccc2c(=O)n1N | 3 | -1 | -3 | 53 | 0.4 | -7 | 2 | 95 | -1 | -2 | 94 |
| C=C(C)COc1ccc(-c2[nH]ncc2-c2ccc(Br)cc2)c(O)c1 | 2 | -8 | -1 | 23 | -0.3 | -3 | 9 | 86 | -5 | 0 | 93 |
| CCOC(=O)C1=C(C)NC(=O)NC1c1ccc(-c2ccc(Cl)cc2)o1 (stereo unspecified) | 9 | -2 | 2 | 11 | 0.7 | 0 | 3 | 103 | 0 | -4 | ? |
| CCCCOC1(c2ccccc2)OC(=O)c2ccccc21 (stereo unspecified) | 13 | -7 | -2 | 35 | 0.9 | -7 | 8 | 101 | -13 | -18 | 101 |
| CC1CCc2c(sc3nc(CN4CCOCC4)nc(NS(=O)(=O)c4cccc([N+](=O)[O-])c4)c23)C1 (stereo unspecified) | 16 | -2 | -3 | 13 | 0.3 | -3 | 4 | 100 | -3 | -1 | 98 |
| O=S(=O)(/N=C(/Nc1ccccc1)c1ccccc1O)c1ccccc1 | 11 | -5 | 0 | 10 | 0.4 | 0 | 0 | 98 | -3 | -3 | ? |
| N#CC1=C(S)N(c2ccccc2)C2(CCCCC2)NC1=O | 6 | -5 | -2 | 12 | -0.4 | -5 | -1 | 105 | -6 | 0 | 103 |
| O=C1C(=O)N(CCc2c[nH]c3ccccc23)C(c2cccnc2)/C1=C(/O)c1ccccc1 (stereo unspecified) | 11 | 0 | 2 | 12 | -0.4 | 0 | -2 | 102 | 0 | -2 | 96 |
| O=C(Nc1nnc(-c2ccncc2)o1)C1CCCCC1 | 13 | -8 | -4 | 12 | 0.1 | -6 | 11 | 92 | -7 | -8 | 94 |
| CC(=O)c1ccc(NC(=O)CSc2nc(C)cc(C)c2C(N)=O)cc1 | 11 | -2 | 3 | 24 | 0.2 | -1 | 1 | 95 | 1 | 0 | 96 |
| CCC(C)C(NC(=O)c1ccccc1NC(=O)c1ccc(OC)cc1)C(=O)NCc1ccco1 (stereo unspecified) | 6 | -3 | 1 | 17 | 1.3 | -3 | 5 | 96 | -11 | -9 | 93 |
| Cc1ccc(C(=O)O/N=C/C2=C(Cl)c3ccccc3CC2)cc1 | 10 | -4 | -2 | 10 | -1.4 | -2 | -4 | 66 | -2 | -1 | 71 |
| CCc1c(C)nc2cc(-c3cccs3)[nH]n2c1=O | 29 | 2 | 2 | 19 | -0.1 | 0 | 0 | 94 | 2 | -1 | 99 |
| CN(C)S(=O)(=O)N1CCN(S(=O)(=O)c2ccc(F)cc2)CC1 | 20 | 1 | 0 | 23 | 0.0 | -3 | 1 | 104 | -3 | -2 | 102 |
| O=C1C2C3c4ccccc4C(c4ccccc43)C2c2nc3ccccc3n21 (stereo unspecified) | 7 | -9 | -4 | 14 | 1.7 | -6 | 8 | 104 | -1 | -4 | 98 |
| O=C(N/C(=C/c1ccc(Br)cc1)C(=O)N1CCCC1)c1cccs1 | 8 | 0 | 4 | 12 | 0.4 | 1 | 1 | 107 | 0 | 3 | 101 |
| CCOC(=O)c1ccc2c(c1)n(CC)c(/C=C/Nc1ccccc1)[n+]2CC | 6 | -2 | 4 | 11 | 0.5 | -1 | 0 | 100 | -9 | -9 | 104 |

Arranged by molecular weight (lowest first): some entries from above.
| canonical_smiles | Avidin bead fluor | Bcl-B Bim block | Bcl-W Bim block | GSH bead fluor | ABCB1 block | Bim-Bcl-XL | ABCG2 block | RGS4-Gao reg | Bim-Bcl-2 | Bim-Bfl-1 | RGS7-Gao reg |
| --- | --- | --- | --- | --- | --- | --- | --- | --- | --- | --- | --- |
| CC1(C)Cc2cccc(OCC(N)=O)c2O1 | 8 | -1 | 0 | 19 | 0.6 | -1 | 2 | 101 | -2 | 0 | 99 |
| CCCCCCc1nc2ccccc2c(=O)n1N | 3 | -1 | -3 | 53 | 0.4 | -7 | 2 | 95 | -1 | -2 | 94 |
| CCCCOC1(c2ccccc2)OC(=O)c2ccccc21 (stereo unspecified) | 13 | -7 | -2 | 35 | 0.9 | -7 | 8 | 101 | -13 | -18 | 101 |
| N#CC1=C(S)N(c2ccccc2)C2(CCCCC2)NC1=O | 6 | -5 | -2 | 12 | -0.4 | -5 | -1 | 105 | -6 | 0 | 103 |
| CCOC(=O)CNC(=O)c1c(C)nn(-c2ccccc2)c1Cl | 17 | -6 | 0 | 31 | 0.4 | -2 | 1 | 105 | -6 | -13 | 103 |
| Cc1ccc(C(=O)O/N=C/C2=C(Cl)c3ccccc3CC2)cc1 | 10 | -4 | -2 | 10 | -1.4 | -2 | -4 | 66 | -2 | -1 | 71 |
| O=C1C2C3c4ccccc4C(c4ccccc43)C2c2nc3ccccc3n21 (stereo unspecified) | 7 | -9 | -4 | 14 | 1.7 | -6 | 8 | 104 | -1 | -4 | 98 |
| CN(C)S(=O)(=O)N1CCN(S(=O)(=O)c2ccc(F)cc2)CC1 | 20 | 1 | 0 | 23 | 0.0 | -3 | 1 | 104 | -3 | -2 | 102 |
| CC(=O)c1ccc(NC(=O)CSc2nc(C)cc(C)c2C(N)=O)cc1 | 11 | -2 | 3 | 24 | 0.2 | -1 | 1 | 95 | 1 | 0 | 96 |
| C=C(C)COc1ccc(-c2[nH]ncc2-c2ccc(Br)cc2)c(O)c1 | 2 | -8 | -1 | 23 | -0.3 | -3 | 9 | 86 | -5 | 0 | 93 |
| O=C(N/C(=C/c1ccc(Br)cc1)C(=O)N1CCCC1)c1cccs1 | 8 | 0 | 4 | 12 | 0.4 | 1 | 1 | 107 | 0 | 3 | 101 |
| CCC(C)C(NC(=O)c1ccccc1NC(=O)c1ccc(OC)cc1)C(=O)NCc1ccco1 (stereo unspecified) | 6 | -3 | 1 | 17 | 1.3 | -3 | 5 | 96 | -11 | -9 | 93 |
